PfG6PD inh – PfG6PD (Plasmodium falciparum) enzyme inhibition; actives 0.78% (n = 350,000); inhibition, % at 20 µM; PfGluPho enzyme, NADPH resazurin-diaphorase fluorescence; AID 504690;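 active = inhibition reaching at least a set limit at 20 µM in the primary screen, cut at about 59% in these data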;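 also: 0% = DMSO wells with substrate and 100% = DMSO wells lacking glucose-6-phosphate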
SENP1 FRET inh – blocks the human SENP1 SUMO protease catalytic domain | Q9P0U3 | recombinant SENP1 catalytic domain, CyPet-SUMO1-YPet FRET cleavage | inhibition, % at 10 µM | actives 0.21% (n = 360,000) | AID 624204;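 active = inhibition at least 30% at 10 µM, raw YFP signal under a set limit, fluorescence ratio 0.5 to 1.5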;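 also: 0% = enzyme with DMSO and 100% = no enzyme wells; some results filed as inactive read as strong as hits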
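Test system: human SENP1 catalytic domain; medium: Tris pH 8 buffer plus EDTA, NaCl, BME, BSA, NP40, catalase; incubation: 50 min reaction at room temperature; technique: FRET, CFP and YFP emission; controls: no-enzyme low control and enzyme-plus-DMSO high control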
SENP8 block-1 – SENP8 protease inhibition; Q96LD8; actives 1.2% (n = 330,000); inhibition, % at 10 µM; AID 2540; purified SENP8, Z-RLRGG-aminoluciferin cleavage, luminescence; in the data active = inhibition above about 50%
HKDC1 inh – inhibitors of human hexokinase HKDC1; recombinant HKDC1, G6PDH/diaphorase resazurin coupled fluorescence; inhibition, % at 20 µM; actives 0.16% (n = 340,000);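 active = inhibition above about 35% when tested at 20 µM, limit read from the data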;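 also: plate controls were DMSO wells with enzyme for no effect and DMSO wells lacking enzyme for full effect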
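System: Recombinant HKDC1 hexokinase | Amount: HKDC1 at 5 µg/mL | Reagent: Glucose with 1 mM ATP | Doses: Single 20 µM dose | Incubation: Reaction time 90 min, room temperature, protected from light | Signal: Coupled resazurin fluorescence, excitation 525 nm, emission 613 nm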
SENP8 block-2 – SENP8 (human) protease inhibition. Q96LD8. recombinant SENP8, Nedd8 substrate fluorescence. inhibition, % at 20 µM. actives 0.64% (n = 360,000). AID 602440; in the data active = inhibition mostly above about 40%, no sharp cut-off; inactive = mostly below about 27%
Apaf-1 inh – blocks human Apaf-1 apoptosome activity. AID 489030. O14727. inhibition, % at 20 µM. reconstituted apoptosome caspase-3 activity, DEVD-Rh110 fluorescence. actives 0.71% (n = 330,000); active = inhibition of at least 40% at 20 µM;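 also: plate controls were DMSO wells for no effect and DEVD-CHO caspase inhibitor wells for full effect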
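Assay system: Apoptosome proteins | Medium: pH 7.5 Hepes buffer with CHAPS, BSA, DTT | Also added: Cytochrome c and DEVD-Rh110 substrate | Times: 30 min plus 50 min, RT | Detection: Rhodamine 110 fluorescence at Ex 480/Em 540 nm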
SENP6 inh – inhibitors of human SENP6 protease | Q9GZR1 | Recombinant SENP6 catalytic domain, aminoluciferin luminescence | inhibition, % at 10 µM | actives 1.8% (n = 330,000);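 active = inhibition above about 50% at the single tested dose, limit read from the data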;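 also: plate controls were DMSO wells with enzyme for no effect and DMSO wells lacking enzyme for full effect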
SENP7 inh – SENP7 protease inhibition; inhibition, % at 5 µM; recombinant SENP7, Z-RLRGG-aminoluciferin luminescence, 40 min; Q9BQF6; actives 1.5% (n = 330,000); AID 434973;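 active = inhibition above about 50% at the single test dose, limit read from the data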;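 also: plate controls were DMSO with enzyme for no effect and no enzyme buffer wells for full effect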
* hit, by the source's call. Compounds as they come. Share with any hit: about 3.6%.

O=C(CSc1nnc2c(n1)[nH]c1ccccc12)Nc1ccc2c(c1)OCO2 was read as PfG6PD inh 64.1*, SENP1 FRET inh -0.9, SENP8 block-1 5.8, HKDC1 inh -4.7, SENP8 block-2 13.2, Apaf-1 inh -6.3, SENP6 inh -22.5 and SENP7 inh 2.6.
Cc1nc(COc2cccc(Cl)c2)sc1C(=O)/C=C/N(C)C was read as PfG6PD inh 1.0, SENP1 FRET inh -4.6, SENP8 block-1 1.6, HKDC1 inh 3.6, SENP8 block-2 5.1, Apaf-1 inh 0.9, SENP6 inh 1.3 and SENP7 inh -1.9.
For CCOC(=O)n1cc(-c2cnc(CNC(=O)C(C)(c3ccccc3)c3ccccc3)o2)c2ccccc21 the results were PfG6PD inh 12.7, SENP8 block-1 -2.7, HKDC1 inh -0.2, Apaf-1 inh 8.0, SENP6 inh -8.5 and SENP7 inh -4.2.
For Cc1ccc(C(=O)COC(=O)CNC(=O)c2ccc(N3C(=O)c4ccccc4C3=O)cc2)cc1C the results were PfG6PD inh -2.5, SENP1 FRET inh 3.3, SENP8 block-1 -1.0, HKDC1 inh -3.9, SENP8 block-2 7.5, Apaf-1 inh 33.8, SENP6 inh -12.2 and SENP7 inh -9.0.
Screening Cc1ccc(CSc2nnc(-c3ccc4c(c3)OCO4)o2)cc1 returned PfG6PD inh 2.3, SENP1 FRET inh 1.0, SENP8 block-1 -7.0, HKDC1 inh 8.3, SENP8 block-2 6.2, Apaf-1 inh 10.4, SENP6 inh 10.1 and SENP7 inh 4.8.
Cc1ccccc1-n1ncc(C(C)NC(=O)c2ccco2)c1C (stereo not drawn) was read as PfG6PD inh -25.2, SENP1 FRET inh -0.2, SENP8 block-1 2.2, HKDC1 inh 1.7, SENP8 block-2 11.1, Apaf-1 inh -13.7, SENP6 inh -7.8 and SENP7 inh -12.8.
Cc1ccc(S(=O)(=O)n2c(C)nc3ccccc32)cc1 was read as PfG6PD inh 11.4, SENP1 FRET inh 2.2, SENP8 block-1 -13.4, HKDC1 inh -6.3, SENP8 block-2 16.0, Apaf-1 inh 16.2, SENP6 inh -8.9 and SENP7 inh -10.5.
For Cc1cccc(NC(=S)NC2CC3CCCC(C2)N3Cc2cccs2)c1C (stereo not drawn) the results were PfG6PD inh -2.9, SENP1 FRET inh 0.4, SENP8 block-1 -3.7, HKDC1 inh -0.9, SENP8 block-2 7.9, Apaf-1 inh 5.2, SENP6 inh -1.7 and SENP7 inh -8.6.
Cn1nc(C(F)(F)F)c(-c2ccc(Br)cc2)c1NC(=O)CSCC(=O)O was read as PfG6PD inh -7.8, SENP1 FRET inh 0.0, SENP8 block-1 1.4, HKDC1 inh 1.1, SENP8 block-2 20.0, Apaf-1 inh -23.8, SENP6 inh -6.9 and SENP7 inh -2.8.
Screening CCCc1nc2c(s1)CCc1onc(-c3ccc(Cl)cc3)c1-2 returned PfG6PD inh 10.6, SENP1 FRET inh 1.8, SENP8 block-1 -9.0, HKDC1 inh -2.8, SENP8 block-2 20.8, Apaf-1 inh 18.0, SENP6 inh -21.1 and SENP7 inh 12.7.
For Cc1nc(-c2c(C(F)(F)F)noc2-c2ccc(O)cc2O)cs1 the results were PfG6PD inh 0.6, SENP1 FRET inh 1.4, SENP8 block-1 -9.8, HKDC1 inh -8.5, SENP8 block-2 3.0, Apaf-1 inh -10.7, SENP6 inh 2.8 and SENP7 inh -1.2.
Cc1ncc([N+](=O)[O-])n1CC(O)CCl (stereo not drawn) was read as PfG6PD inh -0.3, SENP1 FRET inh 0.4, SENP8 block-1 -8.1, HKDC1 inh -5.5, SENP8 block-2 6.2, Apaf-1 inh -3.5, SENP6 inh 5.1 and SENP7 inh -9.4.
For Cc1cc(/C=C2\Cc3ccccc3C2=O)c(C)n1-c1ccccc1 the results were PfG6PD inh 59.3*, SENP1 FRET inh -29.4, SENP8 block-1 64.9*, HKDC1 inh 2.1, SENP8 block-2 -393.2, Apaf-1 inh 16.8, SENP6 inh 48.2 and SENP7 inh 5.3.
`O=C(CCOc1ccccc1)Nc1ccc(Br)cc1` gave PfG6PD inh -1.5, SENP1 FRET inh -0.3, SENP8 block-1 -1.0, HKDC1 inh 3.0, SENP8 block-2 5.4, Apaf-1 inh 0.3, SENP6 inh 11.9 and SENP7 inh 1.8.
Screening Cc1nc(N)ncc1C(=O)Nc1ccccc1 returned PfG6PD inh 0.6, SENP1 FRET inh 0.8, SENP8 block-1 -6.1, HKDC1 inh -8.5, SENP8 block-2 26.6, Apaf-1 inh -20.2, SENP6 inh 15.3 and SENP7 inh -8.9.
COC(=O)c1ccc(C(c2c(N)n(CC(C)C)c(=O)[nH]c2=O)N2CCN(c3ccccc3)CC2)cc1 (stereo not drawn) was read as PfG6PD inh 2.3, SENP1 FRET inh 0.7, SENP8 block-1 -2.8, HKDC1 inh 2.5, SENP8 block-2 8.2, Apaf-1 inh 14.8, SENP6 inh -6.4 and SENP7 inh -15.0.
`Cc1ccc(/C=C/C(=O)NCc2ccccn2)o1` gave PfG6PD inh 25.6, SENP1 FRET inh -6.5, SENP8 block-1 4.3, HKDC1 inh 0.9, SENP8 block-2 -0.1, Apaf-1 inh 1.4, SENP6 inh 10.1 and SENP7 inh -0.5.
`O=C(CN1CCN(c2ccc(F)cc2)CC1)Nc1ccccc1` gave PfG6PD inh 16.8, SENP1 FRET inh 0.8, SENP8 block-1 -4.1, HKDC1 inh -3.2, SENP8 block-2 17.1, Apaf-1 inh 4.9, SENP6 inh -30.5 and SENP7 inh -16.2.
`O=C(Cn1cc(S(=O)(=O)N2CCCC2)c(S(=O)(=O)N2CCCC2)c1)NCc1ccco1` gave PfG6PD inh 3.1, SENP1 FRET inh -0.9, SENP8 block-1 -10.6, HKDC1 inh -2.0, SENP8 block-2 3.9, Apaf-1 inh -12.9, SENP6 inh -27.7 and SENP7 inh 11.8.
Screening Cc1c(Cl)cccc1NC(=O)CCN1CCCC(C)C1 (stereo not drawn) returned PfG6PD inh -2.3, SENP1 FRET inh -0.4, SENP8 block-1 -3.3, HKDC1 inh -9.6, SENP8 block-2 12.6, Apaf-1 inh -19.5, SENP6 inh 0.6 and SENP7 inh -4.5.

Entries listed so far with bromine, in the order listed:
Cn1nc(C(F)(F)F)c(-c2ccc(Br)cc2)c1NC(=O)CSCC(=O)O was read as PfG6PD inh -7.8, SENP1 FRET inh 0.0, SENP8 block-1 1.4, HKDC1 inh 1.1, SENP8 block-2 20.0, Apaf-1 inh -23.8, SENP6 inh -6.9 and SENP7 inh -2.8.
`O=C(CCOc1ccccc1)Nc1ccc(Br)cc1` gave PfG6PD inh -1.5, SENP1 FRET inh -0.3, SENP8 block-1 -1.0, HKDC1 inh 3.0, SENP8 block-2 5.4, Apaf-1 inh 0.3, SENP6 inh 11.9 and SENP7 inh 1.8.

Following part.
Screening CC(=O)c1cccc(NC(=O)NC(C)c2ccncc2)c1 (stereo not drawn) returned PfG6PD inh -3.4, SENP1 FRET inh 2.6, SENP8 block-1 13.8, HKDC1 inh 2.1, SENP8 block-2 12.1, Apaf-1 inh -1.6, SENP6 inh 1.2 and SENP7 inh -1.2.
For COc1ccc(-n2nc(C(=O)NCC(=O)N3CCN(c4ccccc4F)CC3)c3ccccc3c2=O)cc1 the results were PfG6PD inh -3.9, SENP1 FRET inh 1.7, SENP8 block-1 -1.6, HKDC1 inh -3.2, SENP8 block-2 -257.0, Apaf-1 inh 30.3, SENP6 inh 0.7 and SENP7 inh -5.2.
Screening O=C(NCc1ccccc1)C1=C[C@H](c2ccc3c(c2)OCO3)C[C@H](OCc2ccc(CO)cc2)O1 returned PfG6PD inh -5.2, SENP1 FRET inh 0.4, SENP8 block-1 -8.9, HKDC1 inh 4.6, SENP8 block-2 -50.4, Apaf-1 inh 7.2, SENP6 inh 7.0 and SENP7 inh 10.3.
For Cc1nnc(SCC(=O)NCc2ccco2)n1-c1ccccc1 the results were PfG6PD inh -3.3, SENP1 FRET inh 0.3, SENP8 block-1 -1.7, HKDC1 inh -1.9, SENP8 block-2 4.9, Apaf-1 inh -9.8, SENP6 inh -32.4 and SENP7 inh -2.4.
For C=CCn1c(NCCc2ccccc2)nc2c1c(=O)n(C)c(=O)n2C the results were PfG6PD inh 3.4, SENP1 FRET inh -0.2, SENP8 block-1 3.8, HKDC1 inh -3.2, SENP8 block-2 28.7, Apaf-1 inh 3.6, SENP6 inh -14.4 and SENP7 inh -0.5.
`O=S(=O)(c1cccs1)N1CCc2ccccc2C1` gave PfG6PD inh 13.3, SENP1 FRET inh 0.8, SENP8 block-1 -2.5, HKDC1 inh 4.5, SENP8 block-2 26.7, Apaf-1 inh 2.7, SENP6 inh -5.8 and SENP7 inh 6.4.
`CC1Cc2ccccc2N1S(=O)(=O)c1cccc(C(=O)Nc2cccnc2)c1` (stereo not drawn) gave PfG6PD inh 11.1, SENP1 FRET inh 0.3, SENP8 block-1 0.8, HKDC1 inh -3.2, SENP8 block-2 5.3, Apaf-1 inh -5.3, SENP6 inh -11.3 and SENP7 inh 4.2.
For O=C(CC(=O)c1cccnc1)c1ccccc1 the results were PfG6PD inh -14.1, SENP1 FRET inh 2.5, HKDC1 inh -0.9 and SENP8 block-2 27.6.
Screening Cc1ccc(OC(C)C(=O)Nc2ccncc2)cc1C (stereo not drawn) returned PfG6PD inh -14.7, SENP1 FRET inh -0.7, SENP8 block-1 -7.5, HKDC1 inh -3.9, SENP8 block-2 4.5, Apaf-1 inh 3.3, SENP6 inh -14.6 and SENP7 inh 12.6.
COc1ccc2[nH]cc(/C=C(/C#N)S(=O)(=O)c3ccccc3)c2c1 was read as PfG6PD inh 18.2, SENP1 FRET inh -20.2, SENP8 block-1 -8.9, HKDC1 inh 0.5, SENP8 block-2 -189.9, Apaf-1 inh 12.6, SENP6 inh -2.4 and SENP7 inh -7.3.
For CC(=O)Nc1ccc(CN2CCN(C3CCCCC3)C(CCO)C2)cc1 (stereo not drawn) the results were PfG6PD inh -5.0, SENP1 FRET inh 0.0, SENP8 block-1 0.8, HKDC1 inh 1.4, SENP8 block-2 8.3, Apaf-1 inh -15.3, SENP6 inh -13.2 and SENP7 inh 2.4.
COC(=O)N/N=C/c1ccc(-c2cccc(Cl)c2)o1 was read as PfG6PD inh 1.2, SENP1 FRET inh 0.4, SENP8 block-1 6.7, HKDC1 inh -7.4, SENP8 block-2 -172.8, Apaf-1 inh 6.5, SENP6 inh -5.8 and SENP7 inh 14.7.
`O=C(COC(=O)c1ccco1)NC(c1ccccc1)c1ccccc1` gave PfG6PD inh -13.3, SENP1 FRET inh -0.7, SENP8 block-1 -10.3, HKDC1 inh -8.7, SENP8 block-2 18.5, Apaf-1 inh 10.0, SENP6 inh -6.4 and SENP7 inh -8.6.
For O=c1cc(N2CCc3ccccc32)[nH]c(=O)n1Cc1ccc(F)cc1 the results were PfG6PD inh -6.2, SENP1 FRET inh -90.1, SENP8 block-1 5.8, HKDC1 inh 3.6, SENP8 block-2 -20.3, Apaf-1 inh 10.5, SENP6 inh -11.8 and SENP7 inh 0.7.
For O=C(c1ccc(=O)n(Cc2ccc(Cl)c(Cl)c2)c1)N1CCOCC1 the results were PfG6PD inh -18.3, SENP1 FRET inh 1.8, SENP8 block-1 3.4, HKDC1 inh -4.1, SENP8 block-2 11.2, Apaf-1 inh -11.1, SENP6 inh 2.5 and SENP7 inh 4.3.
For COC(=O)c1cccc(NC2CC(=O)N(c3ccc(OC)c(OC)c3)C2=O)c1 (stereo not drawn) the results were PfG6PD inh -9.7, SENP1 FRET inh 0.5, SENP8 block-1 -2.1, HKDC1 inh 1.0, SENP8 block-2 -317.8, Apaf-1 inh 2.4, SENP6 inh 0.5 and SENP7 inh 2.2.
